SR-BI DiI inh – mouse SR-BI HDL lipid transfer inhibition; Q61009; ldlA[mSR-BI] CHO cells, DiI-HDL uptake fluorescence, 3 h; inhibition, % at 12.5 µM; 320,000 tested, 0.96% active;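 active means mean replicate inhibition of at least 70% and a set share of replicates each scoring 70 or more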;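 further: 0% = median of neutral control wells and 100% = median of positive control wells; values of inactives mirror those of a sister screen read the other way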
Target sequence (Q61009 whole entry, looked up): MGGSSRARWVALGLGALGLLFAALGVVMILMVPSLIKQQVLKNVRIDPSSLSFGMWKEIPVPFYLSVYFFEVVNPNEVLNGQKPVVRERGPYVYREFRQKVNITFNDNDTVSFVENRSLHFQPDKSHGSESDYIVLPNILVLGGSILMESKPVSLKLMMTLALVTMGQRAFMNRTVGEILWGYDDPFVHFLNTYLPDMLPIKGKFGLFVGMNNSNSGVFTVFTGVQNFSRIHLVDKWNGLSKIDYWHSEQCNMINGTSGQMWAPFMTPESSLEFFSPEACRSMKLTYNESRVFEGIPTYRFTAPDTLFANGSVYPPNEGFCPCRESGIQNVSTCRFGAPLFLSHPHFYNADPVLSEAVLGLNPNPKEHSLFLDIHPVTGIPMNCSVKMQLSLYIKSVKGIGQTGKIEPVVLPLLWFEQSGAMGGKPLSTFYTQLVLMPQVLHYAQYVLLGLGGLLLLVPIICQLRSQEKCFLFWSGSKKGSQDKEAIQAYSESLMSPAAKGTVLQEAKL
phage Ecoli inh – E. coli growth loss with phage present | AID 651602 | 360,000 tested, 0.26% active | growth absorbance | inhibition, % at 11.9 µM; in the data active means inhibition above about 11%
CAL PDZ FP-1 – blocks peptide binding to the human CAL PDZ domain | purified CAL PDZ, TMR-peptide fluorescence polarization, 1 h | inhibition, % at 24.9 µM | 300,000 tested, 0.92% active | AID 602252;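 active means mean inhibition of at least 30% with at least half of replicates also reaching 30%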;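 further: 0% = DMSO neutral control and 100% = excess unlabeled competitor peptide PRC23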
AddAB inh – less growth of phage-infected E. coli with AddAB; E. coli expressing H. pylori AddAB, absorbance growth; inhibition, % at 11.9 µM; 330,000 tested, 0.29% active; AID 435030; in the data active means inhibition above about 12%;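 further: 0% = vehicle wells of infected cells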
MITF act – increases MITF-driven TRPM1 promoter luciferase signal; SK-MEL-5 TRPM1-promoter luciferase, 24 h; % of positive control, neutral wells = 0; activation, % at 12.5 µM; 300,000 tested, 0.75% active; AID 588334;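 active means mean activation of at least 80% with every replicate also reaching 80%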;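 further: 0% = neutral control wells and 100% = parthenolide positive control wells; values of inactives mirror those of a sister screen read the other way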
Wnt bcat act – activates Wnt/beta-catenin signaling in a reporter cell assay; activator, plate reader; activation, % at 9.35 µM; 300,000 tested, 1.2% active; in the data active means activation above about 30%, passing the limit was not always enough;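 further: 0% = neutral control wells and 100% = positive control wells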
SR-BI uptake up – activators of SR-BI mediated HDL lipid uptake; CHO ldlA[mSR-BI] cells, DiI-HDL uptake fluorescence, 3 h; 100 = double the neutral-control signal; activation, % at 12.5 µM; 320,000 tested, 0.096% active; AID 504775;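 active means mean replicate activation of at least 60% and every replicate at or above 60%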;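 further: 0% = median plate neutral-control signal and 100% = twice that signal; values of inactives mirror those of a sister screen read the other way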
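Material: SR-BI-overexpressing, LDLR-lacking CHO cells; schedule: compound exposure 3 h, 37 °C; reagent: DiI-labelled HDL at 10 µg/mL final; technique: bottom-read fluorescence, 550/595 nm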
CAL PDZ FP-2 – human CAL PDZ-peptide interaction inhibition | inhibition, % at 20 µM | AID 504414 | purified CAL PDZ, TMR-peptide fluorescence polarization, 1 h | Q9HD26 | 330,000 tested, 0.02% active;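 active means highest replicate inhibition of at least 40%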;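 further: plate controls were DMSO neutral control wells for no effect and unlabeled competitor peptide control wells for full effect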
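Control set: unlabelled peptide and DMSO controls / Material: purified CerCALP PDZ construct / Timing: 1 h incubation at room temperature before polarization reading / Doses: 20 µM, one dose / Detection: fluorescence polarization (mP)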
E coli growth – bacterial growth inhibition, counter-screen for AddAB inhibitors | AID 449728 | E. coli V3065 growth, OD600 absorbance, 18 h | inhibition, % at 11.9 µM | 330,000 tested, 0.27% active;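 active means inhibition above the campaign's mean inhibition across all tested compounds plus 3 SD, cut at about 9.9% in these data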;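 further: uninfected addAB+ strain grown without phage in ampicillin broth; 0% = DMSO wells and 100% = ciprofloxacin 0.95 µg/ml wells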
Tat transport – E. coli Tat transport inhibition | E. coli MC4100 TorA-mCherry Tat export, fluorescence | 340,000 tested, 0.036% active | inhibition, % at 10 µM;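 active means mean replicate inhibition at least 50% and at least half of replicates individually reaching 50%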;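 further: exported cargo escapes ClpAP degradation while cytoplasmic cargo is degraded and loses fluorescence; 0% = median of neutral control wells and 100% = median of NaSCN control wells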
Starred values were filed as active, the others as inactive; x = not tested or not shown. Hits appear at their usual frequency (roughly 3.6% active in at least one column).

Start of the listing, in advance:
No.	canonical_smiles	CAL PDZ FP-1	E coli growth	phage Ecoli inh	CAL PDZ FP-2	Tat transport	SR-BI DiI inh	SR-BI uptake up	MITF act	Wnt bcat act	AddAB inh
1	Cc1ccc(NC(=O)CN2CCN(CCN=CC3=C(O)CC(c4ccccc4)CC3=O)CC2)cc1 (centres undefined)	1	3.1	1.2	-3.0	-9	-6	6	0	-1	3.5
2	COC(=O)CS(=O)(=O)c1ccsc1C(=O)Nc1ccc(F)cc1	3	-0.3	4.0	-0.5	0	5	-5	-6	-12	0.7

All compounds of this part, from the first entry:
No.	canonical_smiles	CAL PDZ FP-1	E coli growth	phage Ecoli inh	CAL PDZ FP-2	Tat transport	SR-BI DiI inh	SR-BI uptake up	MITF act	Wnt bcat act	AddAB inh
1	Cc1ccc(NC(=O)CN2CCN(CCN=CC3=C(O)CC(c4ccccc4)CC3=O)CC2)cc1 (centres undefined)	1	3.1	1.2	-3.0	-9	-6	6	0	-1	3.5
2	COC(=O)CS(=O)(=O)c1ccsc1C(=O)Nc1ccc(F)cc1	3	-0.3	4.0	-0.5	0	5	-5	-6	-12	0.7
3	CC(=O)N(C)c1ccc(NC(=O)Nc2ccccc2C)cc1	27	2.7	4.0	-1.7	-4	-2	2	35	x	0.5
4	S=C(Nc1ccc(N2CCOCC2)cc1)Nc1ccc2snnc2c1	-3	1.6	3.1	-1.1	2	19	-19	-1	3	4.1
5	CC(NC(=O)C1CC2CCCC(C1)C2=O)c1ccccc1 (centres undefined)	-1	1.7	1.5	-0.7	6	-6	6	-2	x	2.7
6	COCCCNC(=O)CCCn1c(=O)c2ccccc2n(CC(=O)Nc2c(C)cc(C)cc2C)c1=O	0	0.3	3.0	-0.7	-7	-40	40	18	x	0.2
7	COc1ccc2c(c1)C1=NN(/C(C)=C/C(C)=O)C(c3ccc(F)cc3)C1CC2 (centres undefined)	-4	0.9	1.7	-3.1	2	8	-8	9	x	2.1
8	CSc1nc2ccccc2cc1/C=C(\C#N)c1ccc(Cl)cc1Cl	1	-1.2	1.1	0.2	-10	26	-26	10	0	3.8
9	Clc1ccc(CNc2nc(CN3CCOCC3)nc3scc(-c4ccccc4)c23)cc1	-6	-5.0	-1.8	-4.5	21	-14	14	1	-8	-2.3
10	CC1(C)CC(=O)C(N=Nc2ccc(OC(F)F)cc2)=C(O)C1	-4	1.6	4.0	-1.8	-8	-9	9	25	14	4.2
11	COc1ccc(N(CC(=O)Nc2cccc(C(F)(F)F)c2)S(C)(=O)=O)cc1	-8	0.2	2.5	-3.7	0	x	x	x	2	3.9
12	CCN(C1CCCCC1)S(=O)(=O)c1c(C)n(C)c(=O)n(C)c1=O	-2	-1.6	2.2	-2.9	9	-4	4	-2	-3	3.1
13	Cc1ccc(-c2cc([C@H]3[C@H]4C=CC[C@@H](C)[C@@H]4C(=O)N3Cc3ccccc3)ccc2F)cc1	-2	-0.5	3.4	0.1	-4	11	-11	-15	-8	1.2
14	CC(=O)c1ccc(OCc2ncc(C(F)(F)F)cc2Cl)cc1	x	-0.2	0.6	-0.8	7	-3	3	36	6	1.1
15	O=c1cc[nH]c2cc(Cl)ccc12	-3	-0.2	1.2	0.7	0	-10	10	2	2	2.1
16	CCOC(=O)c1ccc(NC(=O)Nc2ccc(OC)c(OC)c2)cc1	0	-2.5	4.6	-1.3	-2	13	-13	10	x	0.5
17	CCOC(=O)CN(C(=O)COc1nc(-c2ccccc2)cc(C)c1C#N)c1ccc(C)cc1	-4	0.0	1.5	-0.7	-1	-8	8	-9	0	1.6
18	CCCN(CCC)CCNC(=O)c1cn(C)c(=O)c2c1c1ccccc1n2C	3	x	0.7	0.0	-3	-3	3	-1	1	x
19	Cc1ccc(Cl)cc1N1CCN(Cc2cc(=O)n3ccsc3n2)CC1	10	-0.3	-2.0	-0.9	-1	-7	7	-1	0	-2.2
20	CC1=C(OC(=O)c2ccccc2)C(C)(C)C(c2ccc(Br)cc2)OC1=O (centres undefined)	x	0.2	3.3	-1.5	-11	15	-15	5	x	2.1
21	O=C(NCc1ccc(Cl)cc1)N1CCN(Cc2ccccc2)CC1	3	0.3	-0.7	1.1	-1	-10	10	-3	-1	5.8
22	CN1CCN(S(=O)(=O)c2ccc(N(C)Cc3cccc(F)c3)nc2)CC1	x	-0.2	0.6	-0.5	-4	-1	1	2	0	1.1
23	CCCCCOC(=O)CC(C(=O)OCCCCC)N1CCCCC1 (centres undefined)	-5	1.6	2.0	x	4	-3	3	-5	x	3.6
24	O=C1CCCc2nc(N3CCN(C(=O)c4ccco4)CC3)ncc21	-1	3.0	4.4	-1.2	0	-3	3	64	26	-2.6
25	COc1ccc(C(C2C(=O)CC(C)(C)CC2=O)C2C(=O)CC(C)(C)CC2=O)cc1CO	0	x	-0.2	-0.6	2	6	-6	-3	3	x

Sorted by the number under phage Ecoli inh (high to low): 4 from the list above.
cpd | molecule | phage Ecoli inh
10 | CC1(C)CC(=O)C(N=Nc2ccc(OC(F)F)cc2)=C(O)C1 | 4.0
12 | CCN(C1CCCCC1)S(=O)(=O)c1c(C)n(C)c(=O)n(C)c1=O | 2.2
23 | CCCCCOC(=O)CC(C(=O)OCCCCC)N1CCCCC1 (centres undefined) | 2.0
19 | Cc1ccc(Cl)cc1N1CCN(Cc2cc(=O)n3ccsc3n2)CC1 | -2.0

More results.
No.	canonical_smiles	CAL PDZ FP-1	E coli growth	phage Ecoli inh	CAL PDZ FP-2	Tat transport	SR-BI DiI inh	SR-BI uptake up	MITF act	Wnt bcat act	AddAB inh
26	CN(C)C(=O)c1ccc(NC(=O)c2ccc(-c3ccc(Cl)cc3)o2)cc1	62*	-1.1	5.0	-2.9	3	27	-27	18	12	2.6
27	COc1ccc(C)cc1S(=O)(=O)NC1CCCCC1C (centres undefined)	-3	-1.6	2.1	x	-6	-13	13	9	x	-1.0
28	O=C(NCCn1ccc2ccccc21)c1ccc2c(c1)OCO2	x	1.7	-0.7	-0.4	0	-2	2	77	38*	-1.1
29	CC(=O)NS(=O)(=O)c1ccc(NC(=O)c2ccc3c(c2)OCO3)cc1	-5	x	1.5	x	-3	0	0	7	-1	x
30	CC(=O)Nc1cccc(NC(=O)c2cc(-c3cccnc3)nc3ccc(Br)cc23)c1	x	0.6	0.9	-3.0	-9	33	-33	-5	2	-0.6
31	O=C(c1ccccc1)C(O)(Cc1ccccc1)c1ccccc1 (centres undefined)	-2	0.3	2.5	-0.8	-6	13	-13	-2	0	1.6
32	S=C(NCCc1ccccc1)Nc1nccs1	0	-5.5	0.2	0.3	-28	-5	5	40	16	-1.1
33	CC(C)(C)c1ccc(C(=O)CSc2n[nH]c(=O)[nH]c2=O)cc1	-2	1.0	0.6	x	0	1	-1	-3	x	-0.5
34	CCOC(=O)c1cn(CC)c2cc(Cl)c([N+](=O)[O-])cc2c1=O	3	-2.8	3.1	-0.3	-9	-11	11	7	-4	0.5
35	O=C(c1ccccc1)N1CCC(CC2CC(c3ccc(Cl)cc3)=NO2)(C(=O)NCC2CCCCC2)CC1 (centres undefined)	3	-3.8	-1.0	0.3	-3	-5	5	7	-3	2.3
36	Cc1c(C(c2cc(O)ccc2Cl)c2c(C)n(C)n(-c3ccccc3)c2=O)c(=O)n(-c2ccccc2)n1C	-3	-0.1	-1.4	-2.1	2	4	-4	x	0	-1.0
37	COc1ccc(-n2ncc3c(NCc4cccnc4)ncnc32)cc1	-3	0.2	3.9	-4.4	-6	13	-13	68	43*	3.5
38	CC(C)Cn1c(-c2cccnc2)nc2c1c(=O)[nH]c(=O)n2CC(C)C	-2	1.2	0.9	0.4	-8	0	0	0	-1	1.4
39	CCOc1ccc(N2CC(C(=O)NCc3ccccc3)CC2=O)cc1 (centres undefined)	6	1.5	2.9	-0.4	1	19	-19	1	-2	2.2
40	Cn1c(SCC(=O)c2ccc3c(c2)OCCO3)nnc1C(F)(F)F	-6	-1.0	3.0	0.0	-7	-16	16	9	0	1.3
41	CC12CCC(=O)C=C1CCCC2=O (centres undefined)	-1	x	3.3	0.1	2	-25	25	-11	-1	x
42	COc1ccc(S(=O)(=O)N2CCOCC2)cc1NC(=O)COC(=O)CC1CC2CCC1C2 (centres undefined)	-4	-0.4	1.5	-1.4	0	-21	21	-14	-3	-1.2
43	O=C(Nc1ccc(-c2nc3ccccc3[nH]2)cc1)c1ccco1	-7	0.9	x	-6.5	13	16	-16	69	x	1.9
44	O=C(NCCc1c[nH]c2ccccc12)C(=O)NCC1OCCN1S(=O)(=O)c1cc(F)ccc1F (centres undefined)	-4	1.2	0.2	-0.3	0	6	-6	-9	2	-0.1
45	O=C(COC(=O)c1ccc(S(=O)(=O)N2CCOCC2)cc1)NCc1cccs1	-4	-1.3	4.9	-0.8	1	-21	21	5	-2	0.3
46	CC1(C)CC(=O)C2=C(C1)N(Cc1ccco1)C(=O)C2(O)C(F)(F)F (centres undefined)	0	-1.7	0.3	-4.9	0	-15	15	x	2	-0.9
47	Cn1cccc1CC(=O)N/N=C\c1cccs1	0	-1.3	-0.1	-0.5	-6	8	-8	1	x	-1.1
48	CCOC(=O)N1CCN(C(=O)c2ccc(OC)c(OC)c2)CC1	-7	-1.9	2.3	x	-6	11	-11	-1	0	-4.3
49	COc1cc(CCCN2CCNC[C@@H]2C(C)O)cc(OC)c1OC (some centres undefined)	0	0.0	0.1	-0.3	13	-14	14	8	-2	0.8
50	COc1ccccc1COC(=O)Nc1c(C)nn(C)c1Cl	-6	-0.2	1.9	-0.6	-9	-32	32	-8	-9	1.0
51	CCOC(=O)N1CCN(CC(O)COC2CC(C)CC(C)(C)C2)CC1 (centres undefined)	x	1.0	2.9	0.0	-1	22	-22	2	x	2.9
52	COc1cccc(C2CC(c3ccccc3C)n3nc(N)nc3N2)c1 (centres undefined)	x	3.4	2.9	-0.9	-2	-16	16	x	-1	1.1
53	Cc1noc(C)c1S(=O)(=O)Nc1ccc2c(c1)C(=O)N([C@H](C)CO)C[C@H](C)[C@@H](CN(C)S(=O)(=O)c1ccccc1)O2	-1	-2.0	3.3	0.1	-8	6	-6	-1	-2	-1.4
54	O=S(=O)(c1ccc(Br)s1)N1CCC2(CC1)OCCO2	-4	0.2	1.2	-2.3	1	-1	1	-4	1	-1.6
55	O=C(N/N=C/c1ccc(O)c([N+](=O)[O-])c1)C1CC1(c1ccccc1)c1ccccc1 (centres undefined)	-3	-1.6	4.1	x	6	6	-6	0	0	-0.3
56	CC(C(=O)N/N=C/c1ccc(N(C)C)c(Br)c1)N(c1ccccc1)S(C)(=O)=O (centres undefined)	-5	0.5	1.5	-0.8	-3	16	-16	7	-1	3.2
57	CCN1C(=O)/C(=C\c2cn(CCC#N)nc2-c2ccc(F)cc2)SC1=S	7	-1.8	4.3	-1.7	-13	53	-53	24	-6	1.1
58	CC(=O)NCCNC(=O)c1ccc2c(c1)S(=O)(=O)c1ccccc1C2=O	-5	0.1	3.6	-2.3	5	1	-1	-4	0	2.5
59	COc1ccccc1N1CCN(C(=O)CN(c2ccc(C)c(C)c2)S(C)(=O)=O)CC1	-4	0.2	0.1	0.4	-3	-33	33	x	x	-0.8
60	NS(=O)(=O)c1ccc2nc(NC(=O)CS(=O)(=O)c3ccccc3)sc2c1	-3	-0.1	-0.2	-2.3	-6	-17	17	16	-2	-0.5
61	COc1cccc(NC(=O)CN(C)C(=O)c2ccc(Cl)c(S(=O)(=O)N3CCCCCC3)c2)c1	-2	x	2.7	-2.5	7	27	-27	-12	-1	x

Screens as filed in PubChem.
